Screening data: PubChem BioAssay, several laboratories
Mcl1-Bid inh: disrupts binding of human Mcl-1 to Bid peptide. Q07820. TR-FRET Mcl-1/Bid-Dy647 peptide binding, 1536-well. inhibition, % at 21.7 µM. 0.97% of 220,000 active;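 active = compounds that cut the binding signal by more than half at the single screening dose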;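 note: His-tagged Mcl-1 with europium anti-His antibody binding Bid BH3 peptide; 0% = Mcl-1 plus peptide wells and 100% = peptide-only wells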
Target sequence (Q07820 whole entry, looked up): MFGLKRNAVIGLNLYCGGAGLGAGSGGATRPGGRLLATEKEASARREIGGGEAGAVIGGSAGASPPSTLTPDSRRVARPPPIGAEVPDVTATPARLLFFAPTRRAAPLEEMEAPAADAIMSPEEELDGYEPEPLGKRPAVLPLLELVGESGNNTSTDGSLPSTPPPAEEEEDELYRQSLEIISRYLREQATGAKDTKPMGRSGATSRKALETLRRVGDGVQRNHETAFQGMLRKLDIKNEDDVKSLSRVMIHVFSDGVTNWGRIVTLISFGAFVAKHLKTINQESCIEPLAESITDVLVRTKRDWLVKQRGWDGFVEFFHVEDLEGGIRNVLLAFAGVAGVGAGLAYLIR
Cdc42 wt GTP: human Cdc42 wildtype GTP binding change, either direction; P60953; GST-Cdc42 beads, Bodipy-GTP binding, flow cytometry; actives lie on both sides; percent activity (GTP binding), % at 10 µM; 0.2% of 190,000 active; AID 761;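 active = percent activity GTP binding at least 20 points away from the 100% baseline, either down as inhibitor or up as activator; inconclusive = compound flagged as likely green fluorescent from well-wide comparison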;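 note: median bead fluorescence of bound Bodipy-FL-GTP at 100 nM; 0% = excess unlabeled GTP control and 100% = no compound control; below 100% means less GTP binding so inhibitor and above means activator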
Target sequence (P60953 whole entry, looked up): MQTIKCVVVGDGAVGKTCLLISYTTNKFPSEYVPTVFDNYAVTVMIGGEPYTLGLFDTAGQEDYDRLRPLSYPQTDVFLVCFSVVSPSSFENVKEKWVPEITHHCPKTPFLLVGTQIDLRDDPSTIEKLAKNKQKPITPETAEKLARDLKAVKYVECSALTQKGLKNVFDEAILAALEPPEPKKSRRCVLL
HRas wt GTP: modulators of GTP binding to human HRas wildtype. P01112. GST-Ras wt beads, Bodipy-FL-GTP binding, flow cytometry; actives lie on both sides. 0.14% of 190,000 active. GTP binding activity, % at 10 µM;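 active = GTP binding activity at least 20% away from the 100% baseline, either lowered as inhibitor or raised as activator; inconclusive = flagged as likely green fluorescent, judged across all proteins in the well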;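 note: 0% = unlabeled GTP competition control and 100% = no-compound control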
Target sequence (P01112 whole entry, looked up): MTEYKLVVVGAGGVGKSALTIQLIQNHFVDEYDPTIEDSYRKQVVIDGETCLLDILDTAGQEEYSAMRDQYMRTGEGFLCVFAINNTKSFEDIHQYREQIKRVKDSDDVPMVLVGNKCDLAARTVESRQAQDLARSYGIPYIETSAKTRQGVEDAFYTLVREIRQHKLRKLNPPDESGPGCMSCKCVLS
Rac1 wt modul: modulators of human Rac1 wildtype GTP binding; GST-Rac1 beads, fluorescent GTP binding, flow cytometry; actives lie on both sides; 0 = cold GTP competed, 100 = untreated; GTP binding activity (% of control), % at 10 µM; 0.27% of 190,000 active;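 active = GTP binding activity at least 20 points away from the 100% control level, either lower or higher; inconclusive = compound flagged as likely green fluorescent, judged across all proteins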
Mcl1 Noxa PPI: disrupts binding of human Mcl-1 to Noxa peptide; Q07820; TR-FRET Mcl-1/Noxa peptide binding, 2 h; inhibition, % at 21.7 µM; 1.5% of 220,000 active; AID 1022;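 active = compounds that cut the protein-peptide binding signal by more than 50% relative to plate controls in a single-dose test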;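 note: His-tagged Mcl-1 with rhodamine Noxa BH3 peptide and terbium anti-His antibody; 0% = Mcl-1 plus Noxa peptide wells and 100% = peptide-only wells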
Pf gamet viab: P. falciparum stage V gametocyte viability inhibition; P. falciparum stage V gametocytes, ATP luminescence, 24 h; inhibition, % at 10.9 µM; 0.065% of 150,000 active; AID 743093;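 active = inhibition above the mean plus 3 SD of compounds within the control limits, set per campaign, cut at about 38% in these data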;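 note: 0% = DMSO wells and 100% = medium only without gametocytes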
Bim-Mcl-1: disrupts Bim peptide binding to human Mcl-1. inhibition, % at 10 µM. Bead-based flow cytometry, Bim peptide-Mcl-1 binding. 0.1% of 190,000 active. AID 1009. Q07820; in the data active = inhibition above about 40%;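 note: 0% = no compound tracer wells and 100% = peptide blocker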
Rac1 act GTP bind: modulators of GTP binding to human Rac1 activated mutant. GST-Rac1 activated beads, fluorescent GTP binding, flow cytometry; actives lie on both sides; 100% means binding = to untreated wells. percent activity (GTP binding), % at 10 µM. AID 764. 0.11% of 190,000 active;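 active = GTP binding at least 20 percentage points away from the 100% baseline, in either direction, so actives lie on both sides; inconclusive = Compound likely fluorescent itself, or too few beads counted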
Rab7 wt modul: modulators of GTP binding to dog Rab7 wildtype GTPase; GST-Rab7 beads, fluorescent GTP binding, flow cytometry; actives lie on both sides; untreated = 100%, excess cold GTP = 0%; GTP binding activity (percent of control), % at 10 µM; 0.055% of 190,000 active;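 active = fluorescent GTP binding to Rab7 beads changed by at least 20 points from the 100% baseline, either direction, mostly lower; inconclusive = compound itself probably fluorescent, or too few beads counted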;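 note: median green fluorescence of bound Bodipy-FL-GTP per Rab7 bead population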
Rab2A wt mod: changes GTP binding to wildtype dog Rab2A, up or down; GST-Rab2 wt beads, Bodipy-GTP binding, flow cytometry; P61105; 0.19% of 190,000 active; GTP binding activity, % at 10 µM;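 active = GTP binding activity at least 20 points away from 100%, either lowered or raised; inconclusive = signal likely due to the compound's own green fluorescence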;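 note: 0% = beads with excess unlabeled GTP and 100% = no-compound control corrected for plate trend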
Avidin fluor: compound fluoresces at 488/530 nm on avidin beads | compound fluorescence 488/530 nm, flow cytometry; hits give high values | fluorescence (KMESF) at 10 µM | 0.38% of 220,000 active; in the data active = fluorescence above about 47; note: inactives centre near 10
An asterisk follows results filed as active; u = inconclusive; x = not tested or not shown.

Below each SMILES – Bim-Mcl-1	Rac1 act GTP bind	Avidin fluor	Rac1 wt modul	Cdc42 wt GTP	Pf gamet viab	Mcl1 Noxa PPI	Rab7 wt modul	Rab2A wt mod	HRas wt GTP	Mcl1-Bid inh
(1) CC1CCN(c2nnc(N3CCC(C)CC3)c3ccccc23)CC1
 : -3	96	0	95	92	x	12	94	97	94	5
(2) O=C(CCCCCNC(=O)c1ccccc1)N/N=C/c1ccc(O)cc1O
 : -9	100	5	96	96	-24	-23	98	96	96	-25
(3) CC(=O)c1ccccc1OCC(O)CN1CCN(CCN2C(=O)c3cccc4cccc(c34)C2=O)CC1 (centres undefined)
 : -5	97	13	96	97	4	-3	96	95	95	-7
(4) O=C(CCN1CCCCCC1)Nc1ccc(F)c(F)c1
 : 4	100	6	103	104	x	32	103	101	103	-15
(5) CSc1nc(C)cc(OCC(=O)N2CCOCC2)n1
 : 0	98	20	101	100	-30	6	101	100	101	-20
(6) c1ccc2[nH]c(CN3CCCCC3)nc2c1
 : 1	102	7	107	105	x	-7	101	106	104	-17
(7) Cc1ccc(NC(=O)C(Nc2ccccc2)c2ccccc2)cc1 (centres undefined)
 : -6	98	9	101	100	-12	27	97	99	97	-13
(8) CN(C)c1ncc(S(=O)(=O)c2ccc(Cl)cc2)c(-c2ccc(Cl)cc2Cl)n1
 : -5	97	10	106	99	-4	-13	104	101	100	-24
(9) COc1ccc(CSc2nncn2N)cc1Br
 : -1	99	5	102	102	-23	-5	100	101	102	-25
(10) CCc1nnc(NC(=O)CCC(=O)N2CCN(Cc3cc(F)ccc3OC)CC2)s1
 : -11	102	11	105	100	x	0	99	101	101	-11
(11) CCCCOCCCNC(=O)c1ccc(NC(C)=O)cc1
 : -8	99	33	104	105	x	-9	104	104	103	-11
(12) S=c1[nH]nc(COc2ccc(Cl)cc2)n1Cc1ccco1
 : 1	93	11	96	90	x	24	99	92	92	-64
(13) CCc1ccc(OCC2c3cc(OC)c(OC)cc3CCN2C(=S)NCCOC)cc1 (centres undefined)
 : -5	101	11	101	102	-13	30	100	96	96	-13
(14) O=C(CSc1nc2ccccc2[nH]1)NC1CCCc2ccccc21 (centres undefined)
 : -6	98	11	100	99	17	4	98	97	98	-2
(15) NC(=O)c1cccnc1Nc1cccc(F)c1
 : -3	102	2	107	101	3	-5	97	99	100	-29
(16) CCOC(=O)C1CCN(C(=O)CCNC(=O)Cn2ccc3ccccc3c2=O)CC1
 : 0	u	9	u	u	-1	19	u	u	u	-12
(17) Cc1ccc2nc(NC(=O)[C@H](C)N3C(=O)C4CC=CCC4C3=O)sc2c1 (some centres undefined)
 : 2	91	21	93	93	12	9	96	92	92	-6
(18) Cc1ccnc(SCCn2c(N3CCCCC3)nc3c2c(=O)[nH]c(=O)n3C)n1
 : 1	99	7	105	103	x	9	102	101	103	-16
(19) COc1ccc(-c2nc(CSCC(=O)N3CCN(C(=O)c4ccco4)CC3)c(C)o2)cc1OC
 : -3	97	4	100	99	x	9	101	99	99	-15
(20) O=C(CN(C(=O)CCC(=O)Nc1nccs1)C1CCCC1)NCc1ccc2c(c1)OCO2
 : -1	93	14	95	97	-7	-3	97	95	94	-24
(21) COc1ccccc1NC(=O)N1CCN(C)CC1
 : -2	96	12	98	98	x	0	97	96	96	-22
(22) O=C(Nc1cc(S(=O)(=O)N2CCCC2)ccc1OCC(F)(F)F)c1ccc(F)cc1
 : -6	101	2	102	101	-5	11	106	98	100	-28
(23) Cc1c(C(=O)NCCCN2CCCC2=O)oc2ccccc12
 : 0	94	35	95	100	7	-10	92	93	97	-19
(24) CCn1c(=O)n(CC)c2cc([N+](=O)[O-])ccc21
 : 0	99	8	102	96	-37	7	102	98	98	6
(25) CCc1ccc(N(CC(=O)Nc2sc3c(c2C(=O)OC)CCCC3)S(C)(=O)=O)cc1
 : -5	100	6	104	97	-8	-28	99	99	101	-47
(26) O=C(NCc1ccco1)C1CCCN1C(=O)Nc1ccc(Cl)cc1 (centres undefined)
 : 1	99	24	96	96	10	1	108	102	102	-15
(27) O=C(COC(=O)/C=C/c1cccc(Cl)c1)NCCc1ccccc1
 : -1	88	14	91	91	2	19	93	85	91	-27
(28) c1ccc(SSc2ccccc2)cc1
 : -1	101	3	104	101	x	9	103	101	99	2
(29) COC(=O)Cn1cnc2c(cnn2-c2ccccc2)c1=O
 : -5	100	6	100	96	9	31	94	96	95	-20
(30) CC(=O)Nc1ccc(S(=O)(=O)Oc2ccc(/C=C3\SC(N)=NC3=O)cc2)cc1
 : 0	101	10	99	103	-30	10	107	103	101	-10
(31) COC(=O)c1ccccc1NC(=O)CN1CCN(C(=O)c2ccco2)CC1
 : -1	96	28	102	105	x	10	98	95	96	-4
(32) CCN(CC)c1ccc(/C=C/C(=O)c2cccnc2)cc1
 : 3	97	10	94	99	10	15	97	98	95	-48
(33) COc1ccccc1/C=C/C(=O)N1CCCC1
 : -1	103	6	108	105	1	-3	104	102	103	-22
(34) CSc1ccc(Cl)c(C(=O)Nc2ccc(OCC(N)=O)cc2)c1
 : -2	94	10	92	95	x	x	95	92	94	-10
(35) COc1ccc(C/C(C)=N/NC(=O)c2ccc(C)cc2C)cc1
 : 2	97	23	101	98	x	19	104	101	103	-10
(36) Nc1cc2c(cc1O)CCCC2
 : -2	94	6	98	97	-2	5	99	95	98	-90
(37) COc1ccc(S(=O)(=O)N2CCN(C(=O)c3ccco3)CC2)cc1OC
 : 3	100	12	105	104	7	-2	103	104	105	-20
(38) COc1ccccc1N1CCN(S(C)(=O)=O)CC1
 : 0	100	9	108	101	18	17	99	102	103	-15
(39) OCCC1CN(Cc2cccn2-c2nccs2)CCN1Cc1ccc(F)c(F)c1 (centres undefined)
 : 0	94	6	102	94	-13	0	106	100	99	-4
(40) CCOC(=O)c1oc2cccc(OC(C)=O)c2c1C
 : -1	100	32	109	103	-7	12	103	102	101	-10
(41) COc1ccc(NS(=O)(=O)c2cc(NC(=O)CC3CCCC3)ccc2N2CCOCC2)cc1
 : -3	92	10	93	97	9	9	105	97	96	-13
(42) NC1=NC(=O)/C(=C\C=C\c2ccccc2)S1
 : -12	98	6	100	97	3	24	95	99	98	-26
(43) CCOP(=O)(OCC)C(NC(=O)c1cc([N+](=O)[O-])cc([N+](=O)[O-])c1)C(F)(F)F (centres undefined)
 : -6	94	11	96	99	4	6	95	99	96	-6
(44) Cc1ccc(S(=O)c2ccc(NC(=O)C3CC3)cc2C#N)cc1 (centres undefined)
 : -4	98	7	106	100	28	-5	100	98	98	5
(45) Cc1ccc(C)c(NC(=O)C(Sc2nc3ccc(C)cc3[nH]2)c2ccccc2)c1 (centres undefined)
 : -2	97	1	98	97	8	-5	101	96	96	-7
(46) CCN1CCN(c2cc(C)c3cc(NC(=O)Cc4ccc(OC)c(OC)c4)ccc3n2)CC1
 : -3	102	4	104	105	x	-12	98	101	101	-17
(47) O=C(C1CCC1)N1CCc2cc(S(=O)(=O)NCc3cccnc3)ccc21
 : -3	100	14	100	102	15	1	99	98	99	-17
(48) CN1CCC(N(C)C(=O)/C=C/c2cn(-c3ccccc3)nc2-c2cccs2)CC1
 : 1	98	8	99	94	5	30	95	97	96	6
(49) CCOc1ccc(CN2CCN(CC3=Cc4cccc(OC)c4OC3)CC2CCO)cc1 (centres undefined)
 : -2	95	11	100	99	2	19	99	98	100	-51
(50) COc1ccc(C(=O)NC(=S)NCc2cccnc2)cc1Br
 : -4	95	8	102	95	-5	15	103	98	97	-27
(51) CCOC(=O)N1CCN(CC(=O)N2c3ccccc3CC2C)CC1 (centres undefined)
 : -1	94	32	95	98	-24	35	99	96	98	20
(52) N/C(=N\OC(=O)CCC1CCCC1)c1cccnc1
 : -1	98	8	101	100	-8	12	103	97	98	-13
(53) COc1ccc2cc(CCNC(=O)c3cccs3)c(=O)[nH]c2c1
 : 0	98	x	104	101	x	14	98	98	97	10
(54) O=C(c1ccco1)N1CCN(C(=O)c2ccc(COc3ccc4c(c3)CCC4)o2)CC1
 : -1	102	4	104	103	-5	6	99	102	100	4
(55) Cc1cc(C)c(Cc2c(C)nc3c(C(=O)NCc4ccco4)cnn3c2C)c(C)c1
 : -1	102	13	106	101	x	-8	101	102	98	2
(56) Nc1nc(COc2ccc(F)cc2)nc(N2CCCCC2)n1
 : -1	95	5	99	97	-15	4	106	97	98	-14
(57) CC(=O)Nc1ccc(N2CCOCC2)c([N+](=O)[O-])c1
 : 0	97	9	101	101	16	16	105	101	98	-34
